# FBPA Giardia inh – blocks Giardia fructose-bisphosphate aldolase activity; purified Giardia FBPA; 290,000 tested, 0.71% active; Potency, µM (series often up to 59.6 µM), inactives show at the highest dose activity, negative = inhibition, actives largely listed as inhibitors; A8B2U2; AID 2451; also: potency is read from the fitted curve at half-maximal effect; % is scaled to controls: 0 for no effect and ±100 for the full control effect; nearly all actives have a fitted effect of over 55% in size
# Target sequence (A8B2U2 whole entry, looked up): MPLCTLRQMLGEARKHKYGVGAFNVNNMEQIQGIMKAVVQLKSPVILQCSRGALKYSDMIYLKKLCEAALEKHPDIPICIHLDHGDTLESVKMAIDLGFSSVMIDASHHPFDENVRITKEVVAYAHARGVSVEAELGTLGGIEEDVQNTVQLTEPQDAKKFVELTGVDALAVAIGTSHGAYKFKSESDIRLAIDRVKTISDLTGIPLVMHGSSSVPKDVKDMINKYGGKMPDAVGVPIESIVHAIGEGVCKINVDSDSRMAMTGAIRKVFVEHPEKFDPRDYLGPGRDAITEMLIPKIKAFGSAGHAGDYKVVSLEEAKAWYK
#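 Giardia FBPA (40 nM reagent) was preincubated 10 min at RT with compound (up to 57.5 uM final), then substrate plus GAPDH/TPI/NAD/arsenate coupling system with diaphorase/resazurin was added; resorufin fluorescence (525/598 nm) was read after 20 min.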
# AMA1 RON2 block – inhibitors of Plasmodium falciparum AMA1-RON2 interaction | AlphaScreen AMA1-biotinylated RON2 peptide binding | Potency, µM (top dose mostly 58.2 µM), for the others: at the top dose activity change, negative = inhibition, usual class: inhibitors | 360,000 tested, 0.2% active;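 also: potency is read from the fitted curve at half-maximal effect; 0% = vehicle wells and -100% = peptide control; nearly all actives have a fitted effect of over 45% in size; some results filed as inactive show a strong effect at the top dose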
#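 AMA1 (3D7) with his tag at 25 nM final met compounds first, then biotinylated RON2 peptide at 25 nM; detection used donor plus acceptor beads, 10 µg/mL apiece, read by AlphaScreen after 30 min at room temperature.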
# AmpC no deterg – AmpC beta-lactamase inhibition without detergent; P00811; AmpC nitrocefin hydrolysis, absorbance 480 nm, 0.0001% Triton; Potency, µM (doses to about 57.1 µM), for the others: top-dose activity change, negative = inhibition, actives largely listed as inhibitors; 330,000 tested, 0.52% active;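 also: potency is read from the fitted curve at half-maximal effect; plate controls were no compound for no effect and no enzyme for full effect; nearly all actives have a fitted effect of over 20% in size; some results filed as inactive show a strong effect at the top dose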
# Target sequence (P00811 whole entry, looked up): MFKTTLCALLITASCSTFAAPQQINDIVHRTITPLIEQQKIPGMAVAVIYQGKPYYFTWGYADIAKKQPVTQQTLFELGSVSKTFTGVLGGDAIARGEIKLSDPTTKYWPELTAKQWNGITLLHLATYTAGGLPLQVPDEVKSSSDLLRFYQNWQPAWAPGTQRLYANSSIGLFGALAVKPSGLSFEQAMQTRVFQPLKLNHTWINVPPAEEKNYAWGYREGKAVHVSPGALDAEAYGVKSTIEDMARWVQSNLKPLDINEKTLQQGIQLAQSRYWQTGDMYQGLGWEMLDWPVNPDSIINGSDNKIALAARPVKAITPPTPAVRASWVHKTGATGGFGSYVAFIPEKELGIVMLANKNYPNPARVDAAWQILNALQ
#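 20 mM phosphate pH 7.0 + 0.01% (detergent screen) or 0.0001% Triton X-100; 5.3 nM AmpC reagent; cpd preinc 15 min RT; nitrocefin (800 uM stock) to start; A480 q20 s × 4 min; Activity was normalised to no-enzyme and no-compound control wells.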
# CHX counter – affects cycloheximide protein synthesis inhibition readout, counter-screen. 300,000 tested, 12% active. max response, %. cell reporter, cycloheximide protein synthesis inhibition counterscreen; in the data active = max response mostly above about 13%, no sharp cut-off; inactive = mostly below about 14%; also: read at 38.3 µM for the half of the compounds with a filed dose; 0% is about no effect
# HCMV antiviral – blocks human cytomegalovirus replication; activity change, negative = inhibition, % at 57.5 µM; 410,000 tested, 4.5% active; HFF cells, HCMV-luciferase reporter, 72 h; active compounds read low; in the data active = activity change below about -60%; inconclusive = no clear call, values can overlap the other calls; inactive = above about -39%; also: % is scaled to controls: 0 for no effect and ±100 for the full control effect
#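 Cell-based, HFFs, 1000 cells/well, 16 h 37C; cpds in DMSO + HCMV-luc, MOI 1 PFU/cell; 72 h 37C; OneGlo luminescence after 5 min RT; norm. to buffer vs Salinomycin 10uM.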
# Shiga toxin inh – Shiga toxin inhibition | 290,000 tested, 9.2% active | inhibition, % at 38.7 µM | Vero cells, Shiga toxin protein synthesis inhibition reporter | AID 2315; in the data active = inhibition mostly above about 28%, no sharp cut-off; inactive = mostly below about 43%; also: 0% is about no effect
# AmpC inh detg – AmpC beta-lactamase inhibition with detergent present; Potency, µM (top dose mostly 114 µM), for the others: at the highest dose activity change, negative = inhibition, hits mostly inhibitors; 370,000 tested, 0.041% active; AID 485294; AmpC hydrolysis of nitrocefin, absorbance 480 nm, 0.01% Triton;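 also: potency is read from the fitted curve at half-maximal effect; 0% = no-compound wells and -100% = no-enzyme wells; nearly all actives have a fitted effect of over 25% in size; some results filed as inactive show a strong effect at the top dose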
#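 AmpC (5.3 nM in the dispensed reagent) in 20 mM phosphate pH 7.0 with 0.01% (detergent screen) or 0.0001% Triton X-100 was preincubated with compounds for 15 min at room temperature. Nitrocefin was then added from an 800 uM solution, and hydrolysis was followed at 480 nm.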
# Numbers without * were called inactive; ? = inconclusive; . = not tested or not shown; & = joins results of further samples; [ ] = remark or other dose. Unless noted, calls follow the shape of the dose curve; as a rule, active = well fitted curve in the direction sought with a large enough effect; inconclusive = small, poorly fitted or top-dose-only effect, or another doubt; inactive = no such curve, though single readings can be large; an effect the other way counts as inactive or inconclusive.
SMILES,FBPA Giardia inh,AMA1 RON2 block,AmpC no deterg,CHX counter,HCMV antiviral,Shiga toxin inh,AmpC inh detg
CCOC(=O)N1CCN(C(=O)c2c(-c3c(Cl)cccc3Cl)noc2C)CC1,0%,-3%,35%,2,28,-6,-5%
O=C(Oc1ccccc1)N1CCN(c2ccc(F)cc2)CC1,0%,-5%,-15%,7,-14,23,-5%
CC(CCC(=O)O)C1CCC2C3CCC4C[C@H](O)CCC4(C)C3CC(=O)C12C (stereo partly specified),5%,-19%,1%,-2,?,-14,-13%
CC(C)CSc1nc2ccccc2[nH]1,0%,3%,-8%,45*,-7,94*,-4%
COc1ccc(NC(=O)C2CCN(S(=O)(=O)c3ccc4c(c3)NC(=O)C(C)S4)CC2)cc1 (stereo unspecified),.,-11%,-28%,-2,?,-8,-5%
Cc1cc(N(C)C)ccc1[N+](=O)[O-],-30%,-9%,-17%,3,-27,9,-3%
S=C(NCCCc1ccccc1)Nc1ccccc1Cl,2%,38%[activator],-25%,6,-60*,-13,-4%
CCOc1ccc(-n2c(SCc3nc(-c4ccc(C)cc4)no3)nnc2-c2ccncc2)cc1,3%,15%,126%[activator],-1,-15,-19,?
COc1ccc(OC)c(NC(=O)COc2ccc(S(=O)(=O)NC(C)C)cc2)c1,-9%,-7%,-14%,-2,7,-4,?
O=C1CC(=O)N2N=C(c3ccc([N+](=O)[O-])cc3)SC2=N1,0%,7%,-17%,-4,56,-7,-10%
CCc1ccc(NC(=S)NC(=O)CC(C)C)cc1,2%,4%,12%,70*,26,19*,-7%
O=C(OCCOc1ccc(Br)cc1)c1cnccn1,-1%,8%,-10%,-2,64,-2,2%
O=C(CN1C(=O)CSc2ccccc21)Nc1ccc2c(c1)OCCO2,-2%,-1%,-29%,29*,-18,54,-2%
CCOC(=O)C1CCN(C(=O)COC(=O)c2cc(-c3cccs3)nn2-c2ccccc2)CC1,.,-10%,137%[activator],.,25,.,?
COc1ccc(Cc2nnc(N)s2)cc1,1%,-4%,-8%,-6,52,12,0%
COC(=O)CC(NC(=O)Nc1ccccc1F)c1ccc2c(c1)OCO2 (stereo unspecified),5%,7%,-25%,10,-29,26,-6%
CCn1cc(C(=O)NCCCN(CC(C)C)CC(C)C)c(=O)c2cc(S(=O)(=O)N(C)C3CCCCC3)ccc21,-5%,-2%,1%,13,28&7,-4,-1%&5%
COc1ccc(C2=CC(c3ccc(OC)c(OC)c3)NC(=S)N2)cc1 (stereo unspecified),-4%,32%[activator],-4%,-1,-8,-20,?
CCOc1cccc(/C(O)=C2/C(=O)C(=O)N(Cc3cccnc3)C2c2ccco2)c1 (stereo unspecified),0%,11%,-18%,22*,31,50,-5%
CCc1ccc(NC(=O)CN2CC(c3ccccc3)CC2=O)cc1 (stereo unspecified),-1%,0%,47%,-3,14,20,1%
NC(=O)N(N)c1nc(N2CCCC2)nc(N2CCCC2)n1,.,8%,-10%,.,2,.,-2%
COCCNC(=O)CN(Cc1cccs1)C(=O)CCC(=O)Nc1nccs1,-4%,12%,56%,2,4,-13,-10%
COc1ccc(CNC(=O)c2cnn3c(C(F)F)cc(C)nc23)cc1OC,2%,-1%,-1%,-2,30,-3,?
CC(c1ccccc1)n1cncc1C(=O)O (stereo unspecified),5%,-9%,-14%,-1,0,13,1%
COc1cccc(/C=N/n2nnnc2N)c1OCc1ccccc1Cl,0%,10%,-25%,-1,3,13,4%
CCOC(=O)C1=C(C)OC(N)=C(C#N)C1c1cncc(-c2ccc(F)cc2)c1 (stereo unspecified),?,-5%,-2%,-5,-9,-11,-4%
COc1ccc(C(=O)NNC(=O)Cn2nnc(-c3ccc(OC)c(OC)c3)n2)cc1,11%,86%[activator],-33%,-6,?,-4,8%
O=C(N/N=C/c1ccc2nccnc2c1)c1ccc(Br)cc1,3%,-8%,-20%,-2,-24,-8,?
CCN(C(=O)COC(=O)c1cn(C)c2ccccc12)c1ccc(F)cc1,.,-8%,92%[activator],.,-8,.,?
Cc1c(C(=O)N2CCOCC2)sc2ncn(CC(=O)N3CCC(C)CC3)c(=O)c12,4%,-3%,-5%,-3,.,-11,-1%
O=C(CCc1ccccc1)NCCSCc1c(F)cccc1Cl,2%,-7%,5%,23*,-21,14,?
CCCn1c(SCC(=O)Nc2ccc(F)c(Cl)c2)nc(O)cc1=O,.,2%,-29%,.,-20,.,.
COC(=O)CC1C(=O)NCCN1C(=S)NC(=O)c1ccccc1[N+](=O)[O-] (stereo unspecified),7.1µM*,1%,-1%,-4,1,-8,?
COC(=O)c1cn(NC(=O)CCC2CCCC2)c(=O)c2ccccc12,8%,4%,-16%,-1,-4,-9,-3%
CC1(C)Cc2nc3oc4c(=O)n(CC(=O)Nc5ccccc5)cnc4c3cc2CO1,-1%,-5%,1%,3,-23,-10,?
COc1ccc(CCNC(=O)Cn2cc(C(F)(F)F)cc(Cl)c2=O)cc1OC,5%,-1%,2%,-3,-30,-3,-7%
O=C(Nc1ccncc1)c1cccn(Cc2ccccc2)c1=O,2%,-5%,-20%,10,-75*,16,11%
CCC(C)[C@@H](CN)NCC1(c2ccccc2)CC1 (stereo partly specified),.,81%[activator],-8%,.,-15,.,0%
COc1cc(C(=O)NCc2nnc(SCC(=O)Nc3cccc(C)c3)o2)cc(OC)c1OC,0%,-27%,1%,-6,36,-9,-9%
C[C@@H](c1ncncc1F)[C@](O)(Cn1cncn1)c1ccc(F)cc1F,11%,.,-4%,1,.,-8,-11%
O=C(NN1C(=O)c2ccccc2NC1c1ccco1)c1ccc([N+](=O)[O-])cc1 (stereo unspecified),-4%,18%,-32%,1,-20,-10,6%
CC(C)N(C(=O)COC(=O)c1cncc(Br)c1)C(C)C,1%,-1%,-13%,8,21,23,-2%
CCN1CCN(CCCNC(=O)c2ccc3c(=O)n(CCc4ccccc4)c(=O)[nH]c3c2)CC1,4%,-8%,18%,-3,33,27,-12%
c1ccc(C2[C@H]3CN(Cc4cccnc4)[C@H](c4ccccc4)C34CC2(c2cccnc2)C4)cc1 (stereo partly specified),6%&-3%,4%,62%[activator],-5,-65*,-7,-4%
O=C(NCc1ccccn1)C1CC(c2ccc(F)cc2)=NO1 (stereo unspecified),11%,5%,-5%,2,61,-9,2%
Cc1ccc(C)c(-c2nn(-c3cc(N4CCN(CCO)CC4)ccc3[N+](=O)[O-])c(=O)c3ccccc23)c1,0%,-17%,185%[activator],-4,1,-7,-9%
O=C(O)c1nn(CC(=O)N2CCN(c3ccccc3)CC2)c(=O)c2ccccc12,-3%,2%,-3%,4,-3,-16,-10%
O=C(c1ccco1)N1CCN(Cc2cn[nH]c2-c2ccc(F)cc2F)CC1,4%,-1%,5%,0,?,12,-7%
COc1ccc2oc(C(=O)OCC(=O)Nc3ccc(N4CCOCC4)cc3)c(C)c2c1,.,17%,-13%,.,-21,.,?
CSc1cccc(NC(=O)C2CCN(S(C)(=O)=O)CC2)c1,-1%,4%,-5%,4,5,11,4%

# Entries of single compounds as entered above:
# `CSc1cccc(NC(=O)C2CCN(S(C)(=O)=O)CC2)c1` in the list: FBPA Giardia inh = -1%; AMA1 RON2 block = 4%; AmpC no deterg = -5%; CHX counter = 4; HCMV antiviral = 5; Shiga toxin inh = 11; AmpC inh detg = 4%
# `O=C(O)c1nn(CC(=O)N2CCN(c3ccccc3)CC2)c(=O)c2ccccc12` in the list: FBPA Giardia inh = -3%; AMA1 RON2 block = 2%; AmpC no deterg = -3%; CHX counter = 4; HCMV antiviral = -3; Shiga toxin inh = -16; AmpC inh detg = -10%

# Remaining list, next part:
SMILES,FBPA Giardia inh,AMA1 RON2 block,AmpC no deterg,CHX counter,HCMV antiviral,Shiga toxin inh,AmpC inh detg
CCOc1ccccc1C(=O)NC(C)c1ccc2c(c1)OCO2 (stereo unspecified),-11%,-10%,-10%,-2,1,-7,-1%
O=C(CN1CCN(c2ccc(F)cc2)CC1)Nc1nccs1,-19%,12%,-10%,-3,-25,-4,-4%
Cc1c(Cc2ccccc2)c(=O)oc2c(C)c(OCC(=O)Nc3ccc(C#N)cc3)ccc12,3%,16%,-21%,-1,?,-8,-7%
CCN(Cc1cc(=O)n2ccsc2n1)c1cccc2ccccc12,?,-6%,21%,12,108,-10,-20%
COc1cccc2nc(-c3cccs3)nc(NN3C(=O)C=C(C)C3=O)c12,-18%,.,.,26,.,32,.
O=C(NC1CCN(S(=O)(=O)c2ccc(F)cc2)CC1)c1ccccc1,4%,3%,0%,-1,-25,-8,-3%
Cc1ccc(NC(=O)C2(N(CC(C)C)C(=O)Cn3nnnc3N)CCCCC2)cc1,1%,12%,-30%,-4,-2,-9,?
COc1cc(CN2CCN(C(c3ccccc3)c3ccccc3)CC2)cc(OC)c1OC,?,-21%,183%[activator],-1,-5,-1,-3%
Cc1ccc2c(c1)N(C)/C(=C/c1cccc[n+]1CCO)S2,9%,9%,0%,-3,-97*,5,-14%
O=S(=O)(c1ccc(Cl)cc1)c1cc(Cl)c(Cl)cc1Cl,2%,.,.,-6,.,22,.
CCc1ccc(-n2c(SCC(=O)Nc3cccc(S(=O)(=O)NC4=NCCCCC4)c3)nc3ccccc3c2=O)cc1,6%,21%,-6%,-2,-26,-21,-1%
CCN(C(=O)CN1C(=O)S/C(=C\c2ccc(F)cc2)C1=O)C1CCS(=O)(=O)C1 (stereo unspecified),6%,1%,65%[activator],11,?,27,?
COc1cccc(OC)c1C1=Nn2c(nnc2-c2ccccc2C)SC1,5%,.,.,7,.,7,.
Nc1cccc(S(=O)(=O)c2cccc(N)c2)c1,5%,-10%,-11%,-1,17,18,-14%
O=C(O)c1cccc(Oc2ncnc3sc4c(c23)CCCC4)c1,?,-3%,-22%,-1,-16,-7,-12%
CCOc1cccc(OCCCOc2ccccc2)c1,1%,91%[activator],-24%,15*,-9,13,?
CCn1c(O)c(C=Nc2ccccc2)oc1=S,0%,10%,-13%,30,26,43,?
CCc1cccc(NC(=O)COC(=O)/C=C/c2cccs2)c1,.,0%,-17%,.,13,.,-12%
CCN1CCN(c2cc(C)c3cc(NC(=S)N4CCN(c5ccccc5)CC4)ccc3n2)CC1,-8%,-13%,34%,-5,-61*,-6,4%
COC(=O)c1c(C(=O)OC)c(-c2ccc(OC)cc2)n2c1CS(=O)(=O)C2,1%,-8%,-13%,-1,-74*,-20,4%
COc1ccc(/C=N/c2oc(C)c(C)c2C#N)c(OC)c1,-23%,14%,-11%,-3,?,-7,7%
CCOC(=O)C1=C(C)N(CC(C)C)C(=O)C1,-1%,1%,-14%,-1,0,28,8%
Cc1ccc(S(=O)(=O)N(C)C)cc1N,0%,0%,-21%,7,0,-7,0%
COc1ccc(CCNC(=O)COC(=O)c2cc(Cl)nc(Cl)c2)cc1,.,18%,-18%,.,0,.,.

# Source: PubChem
